Bioassay records (PubChem BioAssay)
DAX1 inh-1 = DAX1 (NR0B1) inhibition, primary screen | HEK293T StAR-luciferase reporter, SF-1/DAX-1 repression relief | inhibition, % at 6.8 µM | 1.1% of 370,000 active | AID 652010;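 active = inhibition above the mean over all tested compounds plus 3 SD, cut at about 3.6% in these data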;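 note: 0% = DAX-1 cells with DMSO and 100% = cells lacking DAX-1 with DMSO; higher inhibition means more luminescence from relief of DAX-1 repression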
PG9 binder = small molecules binding HIV-1 gp120 antibody PG9 | 0.43% of 360,000 active | AID 624416 | inhibition, % at 6.7 µM | TR-FRET gp120-PG9 antibody binding; in the data active = inhibition above about 8.5%
DAX1 inh-2 = inhibits human nuclear receptor DAX1; HEK293 Gal4-DAX1 luciferase reporter, luminescence; 0.99% of 340,000 active; AID 504766; inhibition, % at 6.75 µM;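 active = inhibition above the mean over all tested compounds plus 3 SD, cut at about 4.2% in these data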;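 note: 0% = DAX1-transfected cells with DMSO and 100% = empty-vector control cells with DMSO; inhibition shows as a rise in luminescence from relieved DAX1 repression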
hcDAF12 agonist = H. contortus DAF-12 activation, primary screen; activation, % at 6.8 µM; 1.4% of 370,000 active; AID 652067; HEK293 hcDAF-12 lit1-tk-luc reporter, luminescence; 0% DMSO, 100% Δ7-dafachronic acid;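 active = activation above the mean of all tested compounds plus 3 SD, cut at about 5.5% in these data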;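 note: 100% = response to 3 µM Δ7-dafachronic acid high control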
ssDAF-12 act = S. stercoralis DAF-12 activation, primary screen | HEK293 ssDAF-12/GRIP1 lit1-tk-luc reporter, luminescence; % of 3 µM dafachronic acid response | activation, % at 6.8 µM | 1% of 370,000 active | AID 652126;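 active = activation above the mean over all tested compounds plus 3 SD, cut at about 0.9% in these data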;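 note: 0% = DMSO-only wells and 100% = 3 µM delta7-dafachronic acid wells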
SMARCA2 act = activators of SMARCA2 function; activation, % at 9.1 µM; MG213 cells, MMTV-luciferase reporter, dexamethasone, overnight; 1% of 370,000 active; in the data active = activation above about 7.8%;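 note: 0% = vehicle wells and 100% = reference activator wells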
GAA850 FXN act = frataxin GAA850 promoter activation | HEK293 lucGAA850 FXN promoter luciferase reporter, 24 h; percent of 10 µM SAHA response | activation, % at 6 µM | 0.56% of 360,000 active;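 active = activation above the average of all compounds screened plus 3 SD, cutoff fixed separately per campaign, cut at about 7.5% in these data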;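 note: 0% = DMSO wells and 100% = 10 µM SAHA wells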
hgDAF-12 ag = hgDAF-12 agonism, primary luciferase screen | activation, % at 6.8 µM | HEK293 GAL4-hgDAF12 UAS-luciferase reporter, agonist luminescence; normalized to butyrate control | 1.8% of 370,000 active;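 active = activation above a cutoff set at the mean of all screened compounds plus 3 SD, cut at about 10% in these data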;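 note: 0% = DMSO wells and 100% = sodium butyrate wells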
HGIII-sPLA2 inh = Blocks human group III sPLA2 activity | inhibition, % at 12.2 µM | QFRET BODIPY PC-A2 liposome hydrolysis, fluorescence | 0.56% of 370,000 active;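 active = inhibition above mean plus 3 SD of compounds lying within the high and low control bounds, cut at about 19% in these data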;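 note: 0% = median of test compound wells and 100% = no enzyme DMSO wells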
PLCb3 inh = inhibitors of human phospholipase C beta3. Purified PLC-beta3, fluorogenic substrate, fluorescence. Q01970. inhibition, % at 12.2 µM. 0.18% of 370,000 active; in the data active = inhibition above about 11%;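 note: 0% = median of compound wells on plate and 100% = full blocker control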
Target sequence (Q01970 whole entry, looked up): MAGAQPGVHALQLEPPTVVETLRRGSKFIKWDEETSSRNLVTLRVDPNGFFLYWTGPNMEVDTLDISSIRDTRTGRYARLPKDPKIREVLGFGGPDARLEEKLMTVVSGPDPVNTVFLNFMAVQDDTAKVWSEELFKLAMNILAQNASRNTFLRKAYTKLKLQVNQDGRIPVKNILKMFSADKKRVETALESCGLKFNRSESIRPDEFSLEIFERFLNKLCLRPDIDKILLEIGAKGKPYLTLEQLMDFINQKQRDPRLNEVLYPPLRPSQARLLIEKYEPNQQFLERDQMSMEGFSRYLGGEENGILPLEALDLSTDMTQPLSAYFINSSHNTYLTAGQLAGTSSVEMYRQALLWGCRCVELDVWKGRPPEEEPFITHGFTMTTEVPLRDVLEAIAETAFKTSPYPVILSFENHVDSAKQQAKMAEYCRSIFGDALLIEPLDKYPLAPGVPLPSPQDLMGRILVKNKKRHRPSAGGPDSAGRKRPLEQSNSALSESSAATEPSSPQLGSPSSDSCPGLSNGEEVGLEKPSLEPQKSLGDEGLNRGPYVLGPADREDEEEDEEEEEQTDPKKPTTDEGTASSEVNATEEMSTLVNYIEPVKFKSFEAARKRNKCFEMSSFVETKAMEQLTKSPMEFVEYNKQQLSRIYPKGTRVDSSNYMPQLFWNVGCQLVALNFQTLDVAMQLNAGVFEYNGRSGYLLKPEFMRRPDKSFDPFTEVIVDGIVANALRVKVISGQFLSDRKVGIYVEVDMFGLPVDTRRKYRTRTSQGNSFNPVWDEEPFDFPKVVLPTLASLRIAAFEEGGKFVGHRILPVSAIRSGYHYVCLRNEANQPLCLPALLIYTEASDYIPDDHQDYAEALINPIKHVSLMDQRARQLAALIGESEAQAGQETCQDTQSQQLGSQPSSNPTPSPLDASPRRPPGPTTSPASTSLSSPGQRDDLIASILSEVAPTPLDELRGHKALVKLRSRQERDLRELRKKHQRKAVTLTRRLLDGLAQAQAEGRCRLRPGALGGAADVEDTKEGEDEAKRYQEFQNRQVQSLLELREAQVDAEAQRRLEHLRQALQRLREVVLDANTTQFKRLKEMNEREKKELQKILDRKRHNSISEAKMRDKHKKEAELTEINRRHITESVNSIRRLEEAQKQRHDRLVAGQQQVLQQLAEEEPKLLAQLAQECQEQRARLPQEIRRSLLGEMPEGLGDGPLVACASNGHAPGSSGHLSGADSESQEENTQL
Rev-erbA mod = modulators of human Rev-erb alpha DNA binding; activity, % at 10 µM; 0.79% of 370,000 active; Rev-erbα–FITC-DNA binding, fluorescence polarization, 90 min; AID 1259318; P20393;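 active = activity above about 14%, limit read from the data; passing the limit was not always enough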;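 note: 0% = DMSO wells with 35 nM protein and 100% = DMSO wells with 750 nM protein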
Active calls of the source: *.

For COc1ccc2oc(C(=O)OCC(=O)N3CC(C)CC(C)C3)c(C)c2c1 (stereo not drawn) the results were DAX1 inh-1 1.9, PG9 binder 1.0, DAX1 inh-2 -1.1, hcDAF12 agonist -0.8, ssDAF-12 act -1.2, SMARCA2 act -1, GAA850 FXN act 2.9, hgDAF-12 ag 1.2, HGIII-sPLA2 inh -5, PLCb3 inh -162 and Rev-erbA mod 6.
CCCc1ccc(-c2cc(C(=O)Nc3ccc([N+](=O)[O-])cn3)c3ccccc3n2)cc1 was read as DAX1 inh-1 0.5, PG9 binder -1.1, DAX1 inh-2 0.0, hcDAF12 agonist 2.5, ssDAF-12 act -0.3, SMARCA2 act 2, GAA850 FXN act 5.9, hgDAF-12 ag 3.9, HGIII-sPLA2 inh 5, PLCb3 inh 2 and Rev-erbA mod -2.
CC(C)(C)[C@H]1COC(=O)[C@H](Cc2ccc(F)cc2)CC/C=C/C[C@@H](CC(=O)N[C@H](CO)Cc2ccccc2)C(=O)N1 was read as DAX1 inh-1 -0.5, PG9 binder -2.1, DAX1 inh-2 0.5, hcDAF12 agonist 0.1, ssDAF-12 act -1.0, SMARCA2 act 1, GAA850 FXN act -0.2, hgDAF-12 ag -2.4, HGIII-sPLA2 inh -8, PLCb3 inh 1 and Rev-erbA mod -2.
For COc1cc(NC(=O)CCN2CCN(C/C=C/c3ccccc3)CC2)cc(OC)c1 the results were DAX1 inh-1 -0.1, PG9 binder 0.8, DAX1 inh-2 -0.2, hcDAF12 agonist -0.6, ssDAF-12 act -1.4, SMARCA2 act -1, GAA850 FXN act 0.2, hgDAF-12 ag -1.5, HGIII-sPLA2 inh -13, PLCb3 inh -8 and Rev-erbA mod 6.
`COCCn1nnnc1C(c1ccc(OC)c(OC)c1)N1CCc2ccccc21` (stereo not drawn) gave DAX1 inh-1 0.5, PG9 binder -2.4, DAX1 inh-2 -0.3, hcDAF12 agonist 1.6, ssDAF-12 act -0.3, SMARCA2 act -1, GAA850 FXN act 4.2, hgDAF-12 ag -1.4, HGIII-sPLA2 inh -2, PLCb3 inh 0 and Rev-erbA mod 2.
For O=C(CCN1CCN(S(=O)(=O)c2cccc([N+](=O)[O-])c2)CC1)Nc1ccccc1F the results were DAX1 inh-1 -0.8, PG9 binder 0.8, DAX1 inh-2 -0.6, hcDAF12 agonist -0.8, ssDAF-12 act -1.1, SMARCA2 act -2, GAA850 FXN act 2.5, hgDAF-12 ag 2.6, HGIII-sPLA2 inh 5, PLCb3 inh -6 and Rev-erbA mod -1.
`O=C(N/N=C/c1ccccc1Cl)c1nc2ccc([N+](=O)[O-])cc2c(=O)[nH]1` gave DAX1 inh-1 0.2, PG9 binder 1.1, DAX1 inh-2 -0.3, hcDAF12 agonist 0.1, ssDAF-12 act -1.2, SMARCA2 act 0, GAA850 FXN act -0.3, hgDAF-12 ag -0.6, HGIII-sPLA2 inh 2, PLCb3 inh -22 and Rev-erbA mod -2.
Screening C#CCNC(=O)C[C@H]1C[C@@]2(C(=O)OC)C(=C[C@H](C(C)(C)C)O[C@@H]2C)N(Cc2cccc3ccccc23)C1=O returned DAX1 inh-1 -0.6, hcDAF12 agonist -0.7, ssDAF-12 act -1.6, SMARCA2 act -4, hgDAF-12 ag 3.2, HGIII-sPLA2 inh -5, PLCb3 inh 1 and Rev-erbA mod 6.
CC(=O)c1ccc(S(=O)(=O)N2CCN(CCOc3ccc(Br)cc3)CC2)cc1 was read as DAX1 inh-1 -5.7, PG9 binder -0.8, DAX1 inh-2 -2.9, hcDAF12 agonist -4.1, ssDAF-12 act -2.4, SMARCA2 act -6, GAA850 FXN act -0.9, hgDAF-12 ag -8.1, HGIII-sPLA2 inh -11, PLCb3 inh 1 and Rev-erbA mod -4.
Screening CN(Cc1ccccc1)C(=O)COc1ccc(-c2nnco2)cc1 returned DAX1 inh-1 0.3, PG9 binder -3.3, DAX1 inh-2 -0.1, hcDAF12 agonist -2.4, ssDAF-12 act -0.9, SMARCA2 act -1, GAA850 FXN act -3.4, hgDAF-12 ag 0.6, HGIII-sPLA2 inh -1, PLCb3 inh 0 and Rev-erbA mod -5.
Screening O=C(Nc1ccccc1C(=O)Nc1ccccn1)c1cccc([N+](=O)[O-])c1 returned DAX1 inh-1 -0.6, PG9 binder -5.5, DAX1 inh-2 -1.1, hcDAF12 agonist -2.1, ssDAF-12 act -1.0, SMARCA2 act 4, GAA850 FXN act 3.0, hgDAF-12 ag -1.4, HGIII-sPLA2 inh -1, PLCb3 inh -3 and Rev-erbA mod 5.
`O=S(=O)(c1cccc(-n2cnnn2)c1)N1CCOCC1` gave DAX1 inh-1 0.0, PG9 binder -0.5, DAX1 inh-2 0.3, hcDAF12 agonist -0.5, ssDAF-12 act -1.1, SMARCA2 act -1, GAA850 FXN act 3.5, hgDAF-12 ag 0.0, HGIII-sPLA2 inh 4, PLCb3 inh 2 and Rev-erbA mod 4.
Cc1ccc(S(=O)(=O)c2c(N)n(-c3ccccc3)c3nc4ccccc4nc23)cc1 was read as DAX1 inh-1 -0.5, PG9 binder -1.4, DAX1 inh-2 2.0, hcDAF12 agonist 0.4, ssDAF-12 act -1.3, SMARCA2 act 0, GAA850 FXN act 3.7, hgDAF-12 ag -1.4, HGIII-sPLA2 inh 3, PLCb3 inh -158 and Rev-erbA mod -8.
For Cc1cc(C)n(-c2nc(NCCN(C)C)c3c4c(sc3n2)COC(C)(C)C4)n1 the results were DAX1 inh-1 0.0, PG9 binder 0.4, hcDAF12 agonist -0.7, ssDAF-12 act -0.9, SMARCA2 act -4, GAA850 FXN act 0.0, hgDAF-12 ag -0.4, HGIII-sPLA2 inh 2, PLCb3 inh -4 and Rev-erbA mod 2.
For COc1ccc(CCC(=O)O)cc1OC the results were DAX1 inh-1 0.6, PG9 binder -2.9, DAX1 inh-2 1.9, hcDAF12 agonist -0.1, ssDAF-12 act -1.4, SMARCA2 act 2, GAA850 FXN act 1.1, hgDAF-12 ag -0.4, HGIII-sPLA2 inh -3, PLCb3 inh -3 and Rev-erbA mod -1.
C=CCNc1nc(C(=O)OCC(=O)NCc2ccccc2OC)cs1 was read as DAX1 inh-1 2.1, PG9 binder 1.1, DAX1 inh-2 -2.0, hcDAF12 agonist -1.1, ssDAF-12 act -0.9, SMARCA2 act -2, GAA850 FXN act 0.5, hgDAF-12 ag -1.8, HGIII-sPLA2 inh 5, PLCb3 inh -4 and Rev-erbA mod -4.
COc1ccc(S(=O)(=O)N2CCOCC2)cc1NC(=O)CSc1nnc(N)s1 was read as DAX1 inh-1 0.1, PG9 binder -0.4, DAX1 inh-2 1.2, hcDAF12 agonist -1.8, ssDAF-12 act 0.0, SMARCA2 act 0, GAA850 FXN act -0.2, hgDAF-12 ag -0.4, HGIII-sPLA2 inh 10, PLCb3 inh 1 and Rev-erbA mod 0.
COCCCNC(=O)/C(C#N)=C/c1c(N2CCN(c3ccccc3)CC2)nc2ccccn2c1=O was read as DAX1 inh-1 0.2, PG9 binder -1.0, DAX1 inh-2 -0.2, hcDAF12 agonist 1.8, ssDAF-12 act -1.0, SMARCA2 act 2, GAA850 FXN act 3.1, hgDAF-12 ag 6.4, HGIII-sPLA2 inh -2, PLCb3 inh -427 and Rev-erbA mod 8.
Screening O=C(/C=C/c1ccco1)OCC(=O)c1ccc(OC(F)F)cc1 returned DAX1 inh-1 -0.1, PG9 binder -0.3, DAX1 inh-2 0.9, hcDAF12 agonist -1.9, ssDAF-12 act -1.1, SMARCA2 act -1, GAA850 FXN act -0.5, hgDAF-12 ag 1.6, HGIII-sPLA2 inh -18, PLCb3 inh -10 and Rev-erbA mod 1.
`Cc1ccc(NC(=O)/C=C/c2ccco2)nc1` gave DAX1 inh-1 6.5*, PG9 binder -0.9, DAX1 inh-2 1.0, hcDAF12 agonist 6.5*, ssDAF-12 act 1.6*, SMARCA2 act 4, GAA850 FXN act 7.3, hgDAF-12 ag 8.0, HGIII-sPLA2 inh 3, PLCb3 inh -13 and Rev-erbA mod -7.
For Cc1cc(C)c2nc3sc(=Cc4ccc(-c5ccccc5C(=O)O)o4)c(=O)n3c2c1 the results were DAX1 inh-1 -0.1, PG9 binder -0.9, hcDAF12 agonist -0.2, ssDAF-12 act -0.9, SMARCA2 act -1, GAA850 FXN act 1.1, hgDAF-12 ag 0.2, HGIII-sPLA2 inh -3, PLCb3 inh -6 and Rev-erbA mod -25.
O=C(CSc1nc2nc(-c3cccs3)cc(C(F)(F)F)c2c(=O)[nH]1)NCc1ccco1 was read as DAX1 inh-1 0.6, PG9 binder 3.9, DAX1 inh-2 0.9, hcDAF12 agonist 0.9, ssDAF-12 act -1.3, SMARCA2 act 2, GAA850 FXN act 2.0, hgDAF-12 ag 0.8, HGIII-sPLA2 inh -5, PLCb3 inh -424 and Rev-erbA mod 5.
CCc1ccc(OCC(=O)NC2CCCCC2)c(Br)c1 was read as DAX1 inh-1 6.9*, PG9 binder -1.8, DAX1 inh-2 1.2, hcDAF12 agonist 4.5, ssDAF-12 act -0.1, SMARCA2 act 1, GAA850 FXN act 4.9, hgDAF-12 ag 8.9, HGIII-sPLA2 inh 10, PLCb3 inh -8 and Rev-erbA mod 0.
`CC(=O)Nc1ccc(N(C(=O)CNC(=O)c2cccs2)C(C(=O)NCC2CCCO2)c2ccccc2)cc1` (stereo not drawn) gave DAX1 inh-1 0.0, PG9 binder -0.6, DAX1 inh-2 0.1, hcDAF12 agonist 0.7, ssDAF-12 act -1.3, SMARCA2 act 2, GAA850 FXN act 0.6, hgDAF-12 ag 0.6, HGIII-sPLA2 inh -2, PLCb3 inh -2 and Rev-erbA mod -5.
CC(C)C[C@H](NC(=O)OC(C)(C)C)C(=O)N/N=C/c1ccc2nccnc2c1 was read as DAX1 inh-1 -0.7, PG9 binder -3.0, DAX1 inh-2 0.5, hcDAF12 agonist -1.5, ssDAF-12 act -1.6, SMARCA2 act 4, GAA850 FXN act 2.4, hgDAF-12 ag 0.4, HGIII-sPLA2 inh -1, PLCb3 inh -9 and Rev-erbA mod 1.

Entries from the list above that contain an aryl thioether with sulfur outside any ring (2):
COc1ccc(S(=O)(=O)N2CCOCC2)cc1NC(=O)CSc1nnc(N)s1 was read as DAX1 inh-1 0.1, PG9 binder -0.4, DAX1 inh-2 1.2, hcDAF12 agonist -1.8, ssDAF-12 act 0.0, SMARCA2 act 0, GAA850 FXN act -0.2, hgDAF-12 ag -0.4, HGIII-sPLA2 inh 10, PLCb3 inh 1 and Rev-erbA mod 0.
O=C(CSc1nc2nc(-c3cccs3)cc(C(F)(F)F)c2c(=O)[nH]1)NCc1ccco1 was read as DAX1 inh-1 0.6, PG9 binder 3.9, DAX1 inh-2 0.9, hcDAF12 agonist 0.9, ssDAF-12 act -1.3, SMARCA2 act 2, GAA850 FXN act 2.0, hgDAF-12 ag 0.8, HGIII-sPLA2 inh -5, PLCb3 inh -424 and Rev-erbA mod 5.
